ADAM17 inh – inhibitors of human ADAM17. recombinant ADAM17, EDANS/DABCYL FRET peptide cleavage. inhibition, % at 6.95 µM. 0.83% of 370,000 active;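 active = inhibition above the mean of compounds lying between control limits plus 3 SD, set per campaign, cut at about 8.5% in these data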;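 also: 0% = DMSO-only wells as the low control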
hgDAF12 agonist – activates the H. glycines DAF-12 receptor ligand-binding domain; HEK293 GAL4-hgDAF12 UAS-luciferase reporter, agonist luminescence; normalized to butyrate control; activation, % at 6.8 µM; 1.8% of 370,000 active; AID 687014;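 active = activation above a cutoff set at the mean of all screened compounds plus 3 SD, cut at about 10% in these data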;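 also: 0% = DMSO wells and 100% = sodium butyrate wells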
GAA850 FXN act – increases GAA850 frataxin promoter reporter activity; HEK293 lucGAA850 FXN promoter luciferase reporter, 24 h; percent of 10 µM SAHA response; activation, % at 6 µM; 0.56% of 360,000 active; AID 540364;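 active = activation above the average of all compounds screened plus 3 SD, cutoff fixed separately per campaign, cut at about 7.5% in these data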;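 also: 0% = DMSO wells and 100% = 10 µM SAHA wells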
DAX1 inh-1 – DAX1 (NR0B1) inhibition, primary screen. HEK293T StAR-luciferase reporter, SF-1/DAX-1 repression relief. inhibition, % at 6.8 µM. 1.1% of 370,000 active. AID 652010;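 active = inhibition above the mean over all tested compounds plus 3 SD, cut at about 3.6% in these data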;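 also: 0% = DAX-1 cells with DMSO and 100% = cells lacking DAX-1 with DMSO; higher inhibition means more luminescence from relief of DAX-1 repression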
SMARCA2 act – SMARCA2 function activation, primary screen. MG213 cells, MMTV-luciferase reporter, dexamethasone, overnight. activation, % at 9.1 µM. 1% of 370,000 active. AID 652017; in the data active = activation above about 7.8%;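 also: 0% = vehicle wells and 100% = reference activator wells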
GC-A act – GC-A (human) enzyme activation; P16066; HEK293 GC-A cells, cGMP TR-FRET, EC30 ANP; 0% at EC30 ANP, 100% saturating ANP; activation, % at 10 µM; 0.14% of 370,000 active; in the data active = activation above about 40%
Target sequence (P16066 whole entry, looked up): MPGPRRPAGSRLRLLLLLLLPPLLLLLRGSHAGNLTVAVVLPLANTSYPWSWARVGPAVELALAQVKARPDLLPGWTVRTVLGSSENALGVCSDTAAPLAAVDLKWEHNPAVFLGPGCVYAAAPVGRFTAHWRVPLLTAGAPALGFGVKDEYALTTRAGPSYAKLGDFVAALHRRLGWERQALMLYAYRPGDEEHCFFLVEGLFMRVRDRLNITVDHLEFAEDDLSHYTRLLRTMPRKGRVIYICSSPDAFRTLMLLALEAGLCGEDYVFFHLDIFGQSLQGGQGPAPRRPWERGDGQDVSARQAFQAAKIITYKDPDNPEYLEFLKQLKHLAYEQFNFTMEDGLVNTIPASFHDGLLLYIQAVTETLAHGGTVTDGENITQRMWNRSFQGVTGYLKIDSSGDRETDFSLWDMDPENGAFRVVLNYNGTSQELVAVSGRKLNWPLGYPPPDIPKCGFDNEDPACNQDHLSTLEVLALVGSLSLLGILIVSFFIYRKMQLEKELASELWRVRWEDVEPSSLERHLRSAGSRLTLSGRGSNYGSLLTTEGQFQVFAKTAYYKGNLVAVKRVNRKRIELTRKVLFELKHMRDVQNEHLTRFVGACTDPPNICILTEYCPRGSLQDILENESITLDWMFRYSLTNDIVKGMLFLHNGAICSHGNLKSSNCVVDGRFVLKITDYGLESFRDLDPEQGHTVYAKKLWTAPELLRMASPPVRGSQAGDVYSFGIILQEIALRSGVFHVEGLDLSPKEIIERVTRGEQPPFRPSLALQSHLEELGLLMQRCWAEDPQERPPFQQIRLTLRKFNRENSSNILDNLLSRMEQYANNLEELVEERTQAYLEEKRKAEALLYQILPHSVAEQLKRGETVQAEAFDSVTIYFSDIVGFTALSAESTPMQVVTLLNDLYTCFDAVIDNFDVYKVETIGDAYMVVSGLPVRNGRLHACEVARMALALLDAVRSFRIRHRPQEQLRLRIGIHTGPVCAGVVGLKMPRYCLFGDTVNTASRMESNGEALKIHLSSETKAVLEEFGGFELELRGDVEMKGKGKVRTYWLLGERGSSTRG
PG9 binder – PG9 antibody binding by small molecule. TR-FRET gp120-PG9 antibody binding. inhibition, % at 6.7 µM. 0.43% of 360,000 active. AID 624416; in the data active = inhibition above about 8.5%
DAX1 inh-2 – inhibitors of human orphan nuclear receptor DAX1 (NR0B1); P51843; HEK293 Gal4-DAX1 luciferase reporter, luminescence; inhibition, % at 6.75 µM; 0.99% of 340,000 active; AID 504766;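 active = inhibition above the mean over all tested compounds plus 3 SD, cut at about 4.2% in these data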;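 also: 0% = DAX1-transfected cells with DMSO and 100% = empty-vector control cells with DMSO; inhibition shows as a rise in luminescence from relieved DAX1 repression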
hcDAF12 agonist – activators of H. contortus DAF-12 nuclear receptor; HEK293 hcDAF-12 lit1-tk-luc reporter, luminescence; 0% DMSO, 100% Δ7-dafachronic acid; activation, % at 6.8 µM; 1.4% of 370,000 active;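 active = activation above the mean of all tested compounds plus 3 SD, cut at about 5.5% in these data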;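 also: 100% = response to 3 µM Δ7-dafachronic acid high control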
ssDAF-12 act – activators of S. stercoralis DAF-12 nuclear receptor | HEK293 ssDAF-12/GRIP1 lit1-tk-luc reporter, luminescence; % of 3 µM dafachronic acid response | activation, % at 6.8 µM | 1% of 370,000 active | AID 652126;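 active = activation above the mean over all tested compounds plus 3 SD, cut at about 0.9% in these data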;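 also: 0% = DMSO-only wells and 100% = 3 µM delta7-dafachronic acid wells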
ADAM10 inh – inhibits human ADAM10. O14672. recombinant ADAM10, EDANS/DABCYL FRET peptide cleavage, 3 h. inhibition, % at 7 µM. 0.62% of 370,000 active. AID 720582;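 active = inhibition above a per-campaign cutoff equal to the mean of compounds falling between control-based bounds plus 3 SD, cut at about 20% in these data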;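 also: 0% = DMSO wells while the 100% control is not disclosed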
Numbers without * were called inactive; & = joins results of further samples.

For Cc1cc(C)nc(N2C(=O)CC(C(=O)O)NC2=NCCc2c[nH]c3ccccc23)n1 (centres undefined) the results were ADAM17 inh 1, hgDAF12 agonist -3.2, GAA850 FXN act 0.8, DAX1 inh-1 -0.3, SMARCA2 act -6, GC-A act -1, PG9 binder 0.4, DAX1 inh-2 0.7, hcDAF12 agonist 0.7, ssDAF-12 act -0.2 and ADAM10 inh -17.
Screening CCOC(=O)Cc1nc(-c2cccc(C(F)(F)F)c2)no1 returned ADAM17 inh 2, hgDAF12 agonist -2.2, GAA850 FXN act 2.1, DAX1 inh-1 -0.2, SMARCA2 act 2, GC-A act 4, PG9 binder -2.9, DAX1 inh-2 -1.6, hcDAF12 agonist 2.8, ssDAF-12 act -1.7 and ADAM10 inh -1.
For COc1nc(NCc2cccnc2)nc(OC)n1 the results were ADAM17 inh -3, hgDAF12 agonist -0.7, GAA850 FXN act 1.2, DAX1 inh-1 -0.6, SMARCA2 act 2, GC-A act 4, PG9 binder -1.1, DAX1 inh-2 -0.6, hcDAF12 agonist 1.5, ssDAF-12 act -1.8 and ADAM10 inh -2.
For Cc1ccc(SCCC(=O)NCc2ccncc2)cc1 the results were ADAM17 inh 1, hgDAF12 agonist -1.2, GAA850 FXN act 0.3, DAX1 inh-1 -0.3, SMARCA2 act -2, GC-A act 1, PG9 binder 1.0, DAX1 inh-2 0.7, hcDAF12 agonist -1.3, ssDAF-12 act -0.9 and ADAM10 inh 3.
For Cc1cc(C)cc(N(C(C)C(=O)NCc2ccc3c(c2)OCO3)S(C)(=O)=O)c1 (centres undefined) the results were ADAM17 inh -1, hgDAF12 agonist -2.2, GAA850 FXN act -0.9, DAX1 inh-1 -0.2, SMARCA2 act 0, GC-A act -1, PG9 binder -1.7, DAX1 inh-2 0.3, hcDAF12 agonist -0.7, ssDAF-12 act -1.9 and ADAM10 inh -1.
Screening Cc1ccccc1OCCn1cc(/C(N)=N/O)c2ccccc21 returned ADAM17 inh 2, hgDAF12 agonist 1.0, GAA850 FXN act 2.2, DAX1 inh-1 -1.1, SMARCA2 act -3, GC-A act -3, PG9 binder 0.8, DAX1 inh-2 -2.4, hcDAF12 agonist -2.7, ssDAF-12 act -2.1 and ADAM10 inh 7.
`CCOc1cc(C(=O)NCc2ccc(F)cc2)ccc1OCC(=O)N1CCCCC1` gave ADAM17 inh -3, hgDAF12 agonist -3.3, GAA850 FXN act -1.2, DAX1 inh-1 -0.6, SMARCA2 act -2, GC-A act 4, PG9 binder 0.5, DAX1 inh-2 0.2, hcDAF12 agonist 0.1, ssDAF-12 act -1.0 and ADAM10 inh -8.
Screening Cc1ccc(-n2c(-c3ccncc3)n[nH]c2=S)c(C)c1 returned ADAM17 inh 1, hgDAF12 agonist -0.2, GAA850 FXN act 1.6, DAX1 inh-1 0.1, SMARCA2 act 0, GC-A act -2, PG9 binder -1.4, DAX1 inh-2 0.0, hcDAF12 agonist -1.5, ssDAF-12 act -1.5 and ADAM10 inh 0.
For O=c1[nH]cnc2scc(-c3ccccc3)c12 the results were ADAM17 inh -2, hgDAF12 agonist 0.5, GAA850 FXN act 0.5, DAX1 inh-1 0.1, SMARCA2 act -1, GC-A act 2, PG9 binder -0.2, DAX1 inh-2 -0.2, hcDAF12 agonist -1.8, ssDAF-12 act -0.7 and ADAM10 inh 6.
CN(Cc1cnc2nc(N)nc(N)c2n1)c1ccc(C(=O)N[C@@H](CCC(=O)O)C(=O)O)cc1 was read as ADAM17 inh -411, hgDAF12 agonist -11&4.4, GAA850 FXN act -7.5&0.1, DAX1 inh-1 -4.3&-4.2, SMARCA2 act -3&-3, GC-A act 2&3, PG9 binder -0.1&-1.3, DAX1 inh-2 -3.4&-0.3, hcDAF12 agonist -3.4&-2.0, ssDAF-12 act -2.1&-1.1 and ADAM10 inh inactive.
Screening CCCCOC(=O)c1ccc(N2C(=O)CC(N3CCN(C/C=C/c4ccccc4)CC3)C2=O)cc1 (centres undefined) returned ADAM17 inh 2, hgDAF12 agonist 0.6, GAA850 FXN act -3.8, DAX1 inh-1 -1.1, SMARCA2 act -3, GC-A act -3, PG9 binder 2.3, DAX1 inh-2 1.1, hcDAF12 agonist -0.5, ssDAF-12 act -1.9 and ADAM10 inh 6.
For CCC1CCCCN1C(=O)c1ccc([N+](=O)[O-])o1 (centres undefined) the results were ADAM17 inh -1, hgDAF12 agonist 3.8, GAA850 FXN act 1.6, DAX1 inh-1 -0.7, SMARCA2 act 3, GC-A act 4, PG9 binder -2.4, DAX1 inh-2 -0.4, hcDAF12 agonist 2.2, ssDAF-12 act 0.5 and ADAM10 inh 1.
`O=C1c2ccccc2NC(c2ccccc2)N1/N=C/c1ccccc1` (centres undefined) gave ADAM17 inh -72, hgDAF12 agonist 15*, GAA850 FXN act 2.9, DAX1 inh-1 3.3, SMARCA2 act 3, GC-A act 0, PG9 binder 2.6, DAX1 inh-2 0.8, hcDAF12 agonist 4.9, ssDAF-12 act 0.8 and ADAM10 inh -187.
`COc1cc(OC)c(S(=O)(=O)NCc2ccco2)cc1S(=O)(=O)NCc1ccco1` gave ADAM17 inh -4, hgDAF12 agonist -0.1, GAA850 FXN act 1.2, DAX1 inh-1 -0.7, SMARCA2 act -1, GC-A act -3, PG9 binder 0.2, DAX1 inh-2 0.9, hcDAF12 agonist -2.2, ssDAF-12 act -0.7 and ADAM10 inh 2.
COc1ccc(-c2cc(-c3cccs3)c(C#N)c(SCC(=O)NCc3ccccc3)n2)cc1 was read as ADAM17 inh -1, hgDAF12 agonist 0.0, GAA850 FXN act 0.9, DAX1 inh-1 -1.1, SMARCA2 act -2, GC-A act 1, PG9 binder 1.4, DAX1 inh-2 -1.3, hcDAF12 agonist 1.2, ssDAF-12 act -1.3 and ADAM10 inh -3.
`N#Cc1cc2nc(O)c(O)nc2cc1[N+](=O)[O-]` gave ADAM17 inh 2, hgDAF12 agonist 0.6, GAA850 FXN act -1.7, DAX1 inh-1 0.6, SMARCA2 act -1, GC-A act 2, PG9 binder -0.3, DAX1 inh-2 -0.4, hcDAF12 agonist 1.2, ssDAF-12 act -1.4 and ADAM10 inh -1.
`Cc1cccc(C)c1NC(=O)C1(NC(=O)Cn2cccc([N+](=O)[O-])c2=O)CCCCC1` gave ADAM17 inh -1, hgDAF12 agonist 1.4, GAA850 FXN act 3.5, DAX1 inh-1 -0.5, SMARCA2 act -3, GC-A act 2, PG9 binder -2.0, DAX1 inh-2 -0.2, hcDAF12 agonist 3.7, ssDAF-12 act -0.5 and ADAM10 inh 0.
`CCOc1ccc(S(=O)(=O)N/N=C(\C)c2ccc(OC)cc2OC)cc1` gave ADAM17 inh -2, hgDAF12 agonist 0.6, GAA850 FXN act 0.1, DAX1 inh-1 -0.7, SMARCA2 act -2, GC-A act -2, PG9 binder -0.5, DAX1 inh-2 -0.2, hcDAF12 agonist -0.7, ssDAF-12 act -1.4 and ADAM10 inh -2.
CCCn1c(SCC(=O)N2CCCCC2)nnc1C(C)C was read as ADAM17 inh -2, hgDAF12 agonist -0.5, GAA850 FXN act 3.1, DAX1 inh-1 -0.2, SMARCA2 act 0, GC-A act 4, PG9 binder -1.6, DAX1 inh-2 1.5, hcDAF12 agonist 0.6, ssDAF-12 act -0.5 and ADAM10 inh -4.
For CC(C)(C)c1cc(N)n2nc(C(C)(C)C)cc2n1 the results were ADAM17 inh 0, hgDAF12 agonist -1.0, GAA850 FXN act 2.3, DAX1 inh-1 -0.1, SMARCA2 act -2, GC-A act 0, PG9 binder -0.9, DAX1 inh-2 0.8, hcDAF12 agonist -1.6, ssDAF-12 act -0.8 and ADAM10 inh -8.
For COc1cccc(CN2CCN(Cc3cccc(Oc4ccccc4)c3)CC2)c1OC the results were ADAM17 inh 6, hgDAF12 agonist -1.3, GAA850 FXN act 1.5, DAX1 inh-1 -0.2, SMARCA2 act -3, GC-A act -4, PG9 binder -0.9, DAX1 inh-2 0.7, hcDAF12 agonist 2.9, ssDAF-12 act -0.5 and ADAM10 inh 10.
Cc1ccc(-n2c(C)cc(/C=N/NC(N)=S)c2C)cc1 was read as ADAM17 inh 0, hgDAF12 agonist 1.5, GAA850 FXN act -1.1, DAX1 inh-1 -0.8, SMARCA2 act 0, GC-A act -17, PG9 binder -1.4, DAX1 inh-2 2.0, hcDAF12 agonist 0.1, ssDAF-12 act -1.2 and ADAM10 inh -4.
Screening Cc1ccc(OCc2nc(-c3cccs3)no2)c([N+](=O)[O-])c1 returned ADAM17 inh 1, hgDAF12 agonist 14*, GAA850 FXN act 1.7, DAX1 inh-1 12*, SMARCA2 act 7.9*, GC-A act -1, PG9 binder -1.4, DAX1 inh-2 0.2, hcDAF12 agonist 7.1*, ssDAF-12 act 1.9* and ADAM10 inh 11.
`Cc1cccc(C)c1NC(=O)c1ccc([N+](=O)[O-])s1` gave ADAM17 inh 2, hgDAF12 agonist -5.8, GAA850 FXN act -2.0, DAX1 inh-1 -1.7, SMARCA2 act -5, GC-A act 14, PG9 binder 0.8, DAX1 inh-2 0.0, hcDAF12 agonist -4.1, ssDAF-12 act -1.2 and ADAM10 inh 1.
Screening CCn1ncc(C(=O)Nc2ccc([N+](=O)[O-])cc2OC)c1C returned ADAM17 inh 1, hgDAF12 agonist -2.0, GAA850 FXN act -0.1, DAX1 inh-1 0.2, SMARCA2 act 0, GC-A act 0, PG9 binder -1.2, DAX1 inh-2 -0.4, hcDAF12 agonist -1.2, ssDAF-12 act -1.1 and ADAM10 inh 4.
For Cc1ccc(S(=O)(=O)CC(=O)Nc2ccc(S(=O)(=O)Nc3ccccn3)cc2)cc1 the results were ADAM17 inh -12, hgDAF12 agonist 0.6, GAA850 FXN act 0.3, DAX1 inh-1 -0.4, SMARCA2 act 0, GC-A act 0, PG9 binder 1.8, DAX1 inh-2 -1.1, hcDAF12 agonist -0.2, ssDAF-12 act -1.0 and ADAM10 inh -30.
`N#Cc1c(NC(=O)CN2CCCCC2)sc2c1CCC2` gave ADAM17 inh -6, hgDAF12 agonist -2.4, GAA850 FXN act -2.2, DAX1 inh-1 -0.1, SMARCA2 act 0, GC-A act 1, PG9 binder -1.3, DAX1 inh-2 -0.6, hcDAF12 agonist -0.4, ssDAF-12 act -1.0 and ADAM10 inh -3.
For Cc1cc[n+](CC2OCc3ccccc3CO2)cc1 the results were ADAM17 inh -2, hgDAF12 agonist -0.2, GAA850 FXN act 0.7, DAX1 inh-1 0.1, SMARCA2 act -5, GC-A act -2, PG9 binder 0.3, DAX1 inh-2 2.5, hcDAF12 agonist 0.0, ssDAF-12 act -1.3 and ADAM10 inh -8.
For O=C(CSc1nnc(COc2ccccc2)n1Cc1ccco1)Nc1ccc2c(c1)OCCO2 the results were ADAM17 inh 1, hgDAF12 agonist -1.9, GAA850 FXN act 2.5, DAX1 inh-1 -0.3, SMARCA2 act -2, GC-A act -2, PG9 binder -2.8, DAX1 inh-2 1.7, hcDAF12 agonist 0.4, ssDAF-12 act -1.3 and ADAM10 inh -1.

Screening results (PubChem)
